# NPR1 activator: GC-A (human) enzyme activation. P16066. HEK293 GC-A cells, cGMP TR-FRET, EC30 ANP; 0% at EC30 ANP, 100% saturating ANP. activation, % at 10 µM. hit rate 0.14% among 370,000. AID 1671463; in the data active = activation above about 40%
# proKLK7 act: proKLK7 (human) activation, primary screen; P49862; purified proKLK7, EDANS-DABCYL substrate fluorescence; 100% is mature enzyme control, 0% vehicle; activation, % at 7 µM; hit rate 0.9% among 370,000;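 active = activation above the mean of all tested compounds plus 3 SD, computed per campaign excluding outliers beyond control limits, cut at about 13% in these data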
# ASAP1 GAP inh: ASAP1 ArfGAP inhibition; ASAP1-stimulated ARF1 GTP hydrolysis, GDP FP detection; inhibition, % at 16.5 µM; hit rate 0.19% among 360,000; AID 624377; in the data active = inhibition above about 25%;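 also: 0% = vehicle with enzyme and substrate and 100% = no enzyme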
# NPR2 activator: GC-B (human) receptor activation. activation, % at 10 µM. HEK293-GC-B cells, CNP EC30, cGMP TR-FRET; 0% at EC30 CNP, 100% saturating CNP. hit rate 0.11% among 370,000;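 active = activation at 10 µM reaching about 35% in either raw or pattern-adjusted values, limit read from the data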
# Target sequence (P20594 whole entry, looked up): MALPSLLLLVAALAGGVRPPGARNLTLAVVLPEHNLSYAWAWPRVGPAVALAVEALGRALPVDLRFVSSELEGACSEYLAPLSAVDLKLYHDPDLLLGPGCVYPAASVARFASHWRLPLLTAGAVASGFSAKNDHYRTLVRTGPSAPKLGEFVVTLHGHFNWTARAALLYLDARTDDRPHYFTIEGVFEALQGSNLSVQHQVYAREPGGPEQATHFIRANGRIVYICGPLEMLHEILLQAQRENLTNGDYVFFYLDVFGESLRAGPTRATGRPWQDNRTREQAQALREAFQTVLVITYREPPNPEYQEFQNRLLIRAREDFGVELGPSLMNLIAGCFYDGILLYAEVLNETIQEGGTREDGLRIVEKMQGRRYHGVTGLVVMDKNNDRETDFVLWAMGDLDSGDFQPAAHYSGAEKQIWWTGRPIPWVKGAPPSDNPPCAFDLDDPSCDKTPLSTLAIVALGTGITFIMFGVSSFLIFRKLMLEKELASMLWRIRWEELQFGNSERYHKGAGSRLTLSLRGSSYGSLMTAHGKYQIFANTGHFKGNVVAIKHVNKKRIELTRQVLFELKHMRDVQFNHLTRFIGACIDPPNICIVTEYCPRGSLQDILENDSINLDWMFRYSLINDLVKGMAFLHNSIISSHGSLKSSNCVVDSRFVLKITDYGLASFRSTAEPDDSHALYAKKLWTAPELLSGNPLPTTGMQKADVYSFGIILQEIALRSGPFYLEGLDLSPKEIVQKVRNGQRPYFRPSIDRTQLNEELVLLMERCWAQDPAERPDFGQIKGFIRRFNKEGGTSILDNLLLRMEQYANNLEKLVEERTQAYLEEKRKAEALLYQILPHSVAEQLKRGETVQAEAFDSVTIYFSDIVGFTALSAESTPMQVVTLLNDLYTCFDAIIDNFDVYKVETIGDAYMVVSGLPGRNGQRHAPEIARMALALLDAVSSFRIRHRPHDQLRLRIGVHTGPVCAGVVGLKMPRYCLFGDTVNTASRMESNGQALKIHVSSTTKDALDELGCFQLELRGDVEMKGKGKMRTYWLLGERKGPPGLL
# ARFGAP1 inh: rat ARFGAP1 inhibition; Q62848; Arfgap1-stimulated ARF1 GTP hydrolysis, GDP FP detection; inhibition, % at 16.5 µM; hit rate 0.26% among 360,000; AID 651572;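 active = inhibition above a per-plate limit, mean inhibition of low control wells plus 3 SD, cut at about 25% in these data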;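 also: 0% = DMSO wells with enzyme and 100% = wells lacking Arfgap1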
#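 Material – truncated rat Arfgap1 GAP domain · Buffer or medium – HEPES-based buffer, pH 7.5 · Reagent – human ARF1(Δ1-17)-GTP substrate · Dosing – 16.5 µM single point, 1.26% DMSO · Schedule – GTP hydrolysis reaction 2 h at 25 °C · Technique – GDP detection by fluorescence polarization · Benchmarks – No-Arfgap1 wells (100%) versus DMSO full-reaction wells (0%) · Repeats – single replicate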
# sPLA2-III inh: Inhibits HGIII-sPLA2 liposome hydrolysis, primary screen; Q9NZ20; QFRET BODIPY PC-A2 liposome hydrolysis, fluorescence; inhibition, % at 12.2 µM; hit rate 0.56% among 370,000; AID 743126;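 active = inhibition above mean plus 3 SD of compounds lying within the high and low control bounds, cut at about 19% in these data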;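 also: 0% = median of test compound wells and 100% = no enzyme DMSO wells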
# GAA850 FXN act: frataxin GAA850 promoter activation; activation, % at 6 µM; hit rate 0.56% among 360,000; HEK293 lucGAA850 FXN promoter luciferase reporter, 24 h; percent of 10 µM SAHA response; AID 540364;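 active = activation above the average of all compounds screened plus 3 SD, cutoff fixed separately per campaign, cut at about 7.5% in these data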;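 also: 0% = DMSO wells and 100% = 10 µM SAHA wells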
# rCAG RNA binder: r(CAG) repeat RNA binding; TO-PRO-1 dye displacement fluorescence; inhibition, % at 3 µM; hit rate 1.3% among 370,000; AID 651821;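 active = inhibition above the plate cutoff, the mean of all test compounds on that plate plus 3 SD, cut at about 35% in these data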;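 also: 0% = DMSO alone and 100% = 100 µM mitoxantrone as full dye displacement; higher means more dye released from RNA so lower well fluorescence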
# Tn6 DDE FP: disrupts Tn6 cyclic peptide binding to fibrin D-Dimer-E complex. inhibition, % at 8.3 µM. P02675. hit rate 0.21% among 370,000. Fibrin DD(E) TRITC-Tn6 fluorescence polarization displacement;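 active = inhibition above a per-campaign cutoff: mean of compounds within control limits plus 3 SD, cut at about 15% in these data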;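 also: 0% = median of all compound wells on the plate and 100% = blocking peptide control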
# ADAM10 inh: inhibitors of human ADAM10. O14672. recombinant ADAM10, EDANS/DABCYL FRET peptide cleavage, 3 h. inhibition, % at 7 µM. hit rate 0.62% among 370,000. AID 720582;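 active = inhibition above a per-campaign cutoff equal to the mean of compounds falling between control-based bounds plus 3 SD, cut at about 20% in these data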;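 also: 0% = DMSO wells while the 100% control is not disclosed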
# An asterisk follows results filed as active; / = no result given.
SMILES,NPR1 activator,proKLK7 act,ASAP1 GAP inh,NPR2 activator,ARFGAP1 inh,sPLA2-III inh,GAA850 FXN act,rCAG RNA binder,Tn6 DDE FP,ADAM10 inh
CC(C)(CNC(=O)c1ccc(S(=O)(=O)N2CCCC2)cc1)N1CCOCC1,1,0.2,6,7,-5,0,0.4,-5,-2,-6
Cc1ccc(NS(=O)(=O)c2ccc(Cl)nc2)c(C)c1,-2,-0.1,3,3,-4,-17,0.4,-2,-5,8
CN(C)/C=N/N(C)c1ncccc1[N+](=O)[O-],-2,0.4,-1,4,6,0,-2.4,-2,-5,0
CCC(=O)c1cc(F)c(N2CCN(S(=O)(=O)c3ccc(C)cc3)CC2)cc1C,-2,-0.2,2,5,0,-9,0.9,2,-7,12
COCC(=O)N1CCC(C(=O)NCC2COc3ccccc3O2)CC1 (stereo not given),7,-0.7,/,1,/,6,/,0,4,-5
COCCCNC(=O)Nc1ccc(Br)cc1Cl,1,-0.4,10,0,6,-1,0.8,-1,-6,7
CC1CCN(S(=O)(=O)c2ccc3nc(N4CCN(c5ccccc5)CC4)ccc3c2)CC1,31,-0.1,-1,1,-4,2,/,0,-8,-2
COc1ccc(C(=O)Nc2ccc(S(=O)(=O)N3CCN(C)CC3)cc2)cc1,1,-0.2,-5,-4,-2,-4,-0.2,-1,-8,-2
CC(=O)Nc1ccc(OCC(=O)NCc2ccccc2)cc1,0,0.4,-4,9,-12,1,2.5,-2,0,-8
CCOC(=O)[C@H]1[C@H]2COc3cc(OC)ccc3[C@@H]2N2C(=O)c3cc(F)ccc3NC(=O)[C@@]12C,-1,0.8,-2,-1,9,31*,-6.6,-1,-1,8
COc1ccc(C(=O)Nc2c(Cl)cc(Cl)cc2C(=O)NCCN2CCOCC2)cc1,1,0.5,-11,-1,-9,6,0.3,-5,-3,0
CC(NC(=O)CN1CCN(CC(=O)Nc2ccccc2Cl)CC1)c1ccc(Br)cc1 (stereo not given),-13,0.5,1,-11,4,-1,0.2,-2,4,-12
NS(=O)(=O)c1ccc2nc(NC(=O)Nc3ccccc3F)sc2c1,-1,-0.3,-4,-11,-11,3,5.9,2,-2,-2
O=C(NCc1ccccc1)[C@@H]1CCCN1C(=O)[C@H]1CCCN1C(=O)c1cc(F)cc(F)c1,-1,1.1,-7,-1,4,10,/,-2,1,-1
CCOc1cc2c(cc1O)C(=NO)CC1C2CCC2(C)C(O)CCC12 (stereo not given),-5,0.2,2,-7,-6,-2,-2.7,0,8,-7
CC1CCCN(c2nc3c(c(=O)n(C)c(=O)n3C)n2Cc2ccccc2)C1 (stereo not given),-1,-0.3,-12,-6,2,3,-1.0,-6,-1,5
CCOC(=O)c1nc(C)n(-c2cc(Cl)ccc2Cl)n1,3,0.5,2,-2,2,5,-0.9,-3,-3,2
COc1cc2cc(CCCOC(=O)c3ccc4c(c3)OCO4)oc(=O)c2cc1OC,-4,-0.3,5,-6,-3,2,1.2,-2,3,-28
C=CCNCC(O)COc1ccc(C(C)=O)cc1OC (stereo not given),3,-0.7,-13,-2,0,13,-0.1,-4,-6,-3
CCN(CC)C(=S)SCC(=O)c1c(C)[nH]c2ccccc12,0,-0.5,-1,2,-6,-6,-0.4,4,-2,6
CC1(C)Oc2ccc(C(=O)NN)cc2NC1=O,4,-0.2,0,0,-5,-7,2.1,-3,2,1
O=C(O)CCCCCCCCCCCc1ccccc1,4,-0.4,-13,-5,-16,-16,-0.8,36*,2,-5
COc1cccc(-c2cc(NC=O)c3ncc(-c4ccc(C(C)=O)cc4)n3c2)c1,6,-6.1,3,30,16,13,-3.5,15,-1,-55
CC(=O)Nc1ccc(S(=O)(=O)N2CCC(n3cnc4cc(F)ccc43)CC2)cc1,-11,0.4,-6,-3,0,-7,0.5,1,1,-1
O=[N+]([O-])c1cc(S(=O)(=O)N2CCCCCC2)ccc1F,8,-0.4,-5,48*,0,0,-2.3,-1,-4,-3

# (more compounds)
SMILES,NPR1 activator,proKLK7 act,ASAP1 GAP inh,NPR2 activator,ARFGAP1 inh,sPLA2-III inh,GAA850 FXN act,rCAG RNA binder,Tn6 DDE FP,ADAM10 inh
CCOC(=O)C1CCN(C(=O)C(Cc2ccc3c(c2)OCO3)NC(C)=O)CC1 (stereo not given),1,0.1,/,-1,/,2,/,5,-1,-5
COc1ccc(/C=C(\NC(=O)c2ccc(C)cc2)C(=O)Nc2ccc(C(=O)O)cc2)cc1,5,0.7,-16,13,0,-5,-1.3,29,2,-3
COc1ccc(CNC(=O)CN2CCN(S(=O)(=O)c3cccs3)CC2)cc1OC,-4,0.6,-4,2,0,-3,-0.8,-3,6,0
Cc1ccc(-n2c(=O)cc(NCc3cccnc3)[nH]c2=O)cc1,-5,0.3,2,-3,2,9,0.1,0,5,1
CN1CCN(c2ccc(NC(=O)c3cccc(OCc4ccccc4)c3)cc2)CC1,4,-0.1,-11,0,13,-9,-0.3,-8,-3,2
Fc1ccc(C2CCCN2Cc2nc(Cc3ccccc3F)no2)cc1 (stereo not given),-5,-0.4,9,3,12,0,0.6,-3,1,5
CC(C)CNC(=S)N(CCCO)Cc1cc2cc3c(cc2[nH]c1=O)OCCO3,5,1.8,-16,6,14,8,3.8,-2,-5,-238
CCOc1ccc(NC(=O)C2CC(=O)N3CCCN=C3S2)cc1 (stereo not given),1,-0.1,-3,-1,-2,-8,2.1,17,-7,14
COC(=O)c1ccc2c(c1)NC(=O)CS2,2,0.5,4,2,-2,1,0.1,-3,7,1
C1CN(CC23CC4CC(CC(C4)C2)C3)CCO1,0,0.0,2,3,-9,3,0.1,-1,-2,1
CCOc1cc(S(=O)(=O)NCCCN2CCOCC2)c(C)cc1C,-1,-0.1,12,-6,5,4,1.1,-6,-5,-15
O=C(c1ccc2c(c1)OCO2)N1CCN(c2ncccn2)CC1,1,-0.1,4,-3,-2,2,-0.3,-3,-4,-11
CN(C)S(=O)(=O)c1ccc(C(=O)Nc2ccc3c(c2)CCC3)cc1,4,-0.6,-5,1,-3,-6,3.2,3,7,3
CCCn1c(C(O)c2ccc(OC)cc2)nc2ccccc21 (stereo not given),-2,0.1,0,-10,5,-6,2.9,-5,3,-7
COc1ccc(-c2sc3ccc(N4CCOCC4)cc3c2-c2ccc(O)cc2)cc1,2,-0.2,-5,17,10,9,-1.3,6,-3,-12
CN(CC(=O)N1CCCCCC1)S(=O)(=O)c1ccc(F)cc1,-3,0.2,-4,5,-4,5,4.4,-3,0,-9
COc1cccc(-c2nc(CS(=O)(=O)CC(=O)Nc3cc(F)ccc3F)c(C)o2)c1,-6,0.1,10,5,2,-55,0.6,1,1,3
NC(=O)c1ccc(NC(=O)Nc2ccc3c(c2)OCO3)cc1,1,-0.2,13,3,-11,-1,5.5,1,0,-4
Cc1ccc(S(=O)(=O)N2CCC(C(=O)NCc3cccnc3)CC2)cc1,1,1.8,-3,0,5,-2,-0.2,-1,2,7
CCCCNC(=O)c1cn(CC)c2ccc(S(=O)(=O)N3CCCCCC3)cc2c1=O,3,0.5,5,3,3,10,-0.7,2,0,-8
COC(=O)c1ccccc1NC(=O)CSc1nc2ccccc2c(=O)[nH]1,0,0.1,4,-12,11,-2,-0.4,3,1,-7
Cc1nnc(SCC(=O)OC2CC(C)CCC2C(C)C)[nH]c1=O (stereo not given),4,0.5,3,2,-3,2,-0.8,11,3,-1
COc1ccc(N2CCN(C(CNC(=O)C(=O)NC3CC3)c3ccco3)CC2)cc1 (stereo not given),3,-0.3,-1,6,-4,18,2.1,-6,-1,-11
C[C@@H]1CCCCO[C@H](CN(C)Cc2ccccc2)[C@@H](C)CN([C@H](C)CO)C(=O)c2cc(NC(=O)c3ccccc3)ccc2O1,-10,1.9,6,-7,10,-12,-4.9,2,-3,-3
Cc1cccc(C)c1NC(=O)CN(C)CC(=O)c1c(N)n(Cc2ccccc2)c(=O)n(C)c1=O,6,-1.3,-5,8,3,14,-2.0,2,3,-11

# (further entries)
SMILES,NPR1 activator,proKLK7 act,ASAP1 GAP inh,NPR2 activator,ARFGAP1 inh,sPLA2-III inh,GAA850 FXN act,rCAG RNA binder,Tn6 DDE FP,ADAM10 inh
COc1ccccc1N(Cc1cc(=O)[nH]c2ccccc12)C(=O)C(C)C,-12,0.3,10,1,-4,-4,0.0,-2,-1,1
O=C(NCc1cccnc1)/C(=C\c1ccc(-c2ccc(Cl)c(Cl)c2)o1)S(=O)(=O)c1ccccc1,-39,-0.1,13,-10,-10,-7,-15,3,-2,-6
CC12C(=O)N(NC(=O)c3ccncc3)C(=O)C1C1C=CC2C1 (stereo not given),-1,-0.1,3,1,-9,21*,-2.6,0,-10,-7
C#CCOCC1CN(C)C(=O)O1 (stereo not given),1,-0.1,6,0,9,15,0.0,1,2,-15
CCCn1c(C(C)Nc2nc(-c3cc(Cl)c(N)c(Cl)c3)cs2)nc2cc(Cl)c(N3CCCCC3)cc21 (stereo not given),-6,-0.4,2,-7,-17,8,-1.2,7,4,2
O=C(O)c1ccc(Cl)c(S(=O)(=O)Nc2ccc3[nH]c(=O)[nH]c3c2)c1,0,-2.1,-4,0,2,4,2.1,2,-3,2
O=C(/C=C(\Nc1ccc(Cl)c(Cl)c1)c1ccccc1)c1ccccc1,-2,0.4,-4,-4,11,4,/,2,-2,-6
c1ccc(-c2cc3c(NCC4COc5ccccc5O4)ncnc3s2)cc1 (stereo not given),5,-2.8,1,-1,13,-4,-0.3,16,1,-52
CCCNC(=O)C1(C)CCCN(Cc2ccsc2)C1 (stereo not given),1,0.2,7,2,3,-5,0.0,1,12,2
Cc1ccc(NC(=O)Cn2c(O)c(N=NC(=O)c3cc4ccccc4cc3O)c3ccccc32)cc1,-6,-0.7,-5,-3,0,-17,-2.9,8,-7,-3
CCOC(=O)c1nc2c(ccc3ccccc32)cc1C,-21,-3.4,-1,-13,-10,0,1.4,12,5,-148
COc1ccc2[nH]cc(C(=O)N3CCCCC3)c(=O)c2c1,3,0.5,9,-1,5,5,0.3,0,-1,-102
CN1OC[C@@H]2CN[C@H](c3ccc(-n4ccnc4)cc3)C[C@@H]21,-1,-0.3,-10,1,-1,1,/,2,-6,-13
Cc1csc(Sc2ccc(C(=O)OCC(=O)Nc3ccc(F)cc3[N+](=O)[O-])cc2[N+](=O)[O-])n1,-3,0.3,11,2,7,12,-0.7,-2,1,-13
CN(C1=NC(=O)C(CC(=O)O)S1)c1ccc(O)cc1 (stereo not given),5,0.4,-14,5,-14,0,1.0,1,4,6
CN(C)CCNC(=O)CCn1nc(-c2ccc(Cl)cc2)ccc1=O,-6,-0.1,-11,-1,5,-1,0.1,-1,-9,-2
COc1cccc(N(CC(=O)Nc2ccc3c(c2)OCO3)S(=O)(=O)c2ccccc2)c1,-4,-0.7,-7,2,8,-7,-3.9,2,1,7

# No new results follow: entries from further up.
SMILES,NPR1 activator,proKLK7 act,ASAP1 GAP inh,NPR2 activator,ARFGAP1 inh,sPLA2-III inh,GAA850 FXN act,rCAG RNA binder,Tn6 DDE FP,ADAM10 inh
CC(C)(CNC(=O)c1ccc(S(=O)(=O)N2CCCC2)cc1)N1CCOCC1,1,0.2,6,7,-5,0,0.4,-5,-2,-6
Cc1ccc(NS(=O)(=O)c2ccc(Cl)nc2)c(C)c1,-2,-0.1,3,3,-4,-17,0.4,-2,-5,8

# High-throughput results deposited in PubChem BioAssay by several laboratories.
